# Source: PubChem (several laboratories)
# AID2073: inhibitors of Mint1-CaV2.2 protein interaction, biochemical, HTRF (AID 2073); HTRF protein-protein interaction, Mint1-CaV2.2; higher % means a stronger effect; inhibition, % at 20 µM; hits with a dose series show IC50 in µM; 0.19% of 290,000 active; in the data active = inhibition mostly above about 51%, no sharp cut-off; inconclusive = no clear call, values can overlap the other calls; inactive = mostly below about 53%; note: some results filed as inactive read as strong as hits
# P. falciparum M1AAP: malaria alanyl aminopeptidase activity blockers – biochemical, fluorogenic H-Leu-NHMec substrate, 1536-well (AID 1445); recombinant M1AAP, H-Leu-NHMec fluorogenic kinetic assay; higher % means a stronger effect; 0.42% of 220,000 active; one-dose inhibition, % at 30 µM; IC50 in µM for titrated hits;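 active = primary inhibition above the hit cutoff, then over 50% inhibition at one or more dose response concentrations, cut at about 23% in these data, passing the limit was not always enough; inconclusive = conflicting primary data, or primary hits not chosen for dose response; inactive = low primary inhibition, or under 50% at every dose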;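 note: plate controls were DMSO full reaction for no effect and no enzyme background for full effect; strong numbers were not always called active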
# P. falciparum M17LAP: P. falciparum M17LAP inhibitors, primary screen, biochemical, fluorogenic H-Leu-NHMec substrate, 1536-well (AID 1619); one-dose inhibition, % at 30 µM; IC50 in µM for titrated hits; 0.38% of 220,000 active; recombinant M17LAP, H-Leu-NHMec fluorogenic kinetic assay; higher % means a stronger effect;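 active = compound inhibiting the enzyme by more than half at any dose during confirmatory dose-response retesting; inconclusive = strong single-dose inhibitors picked by rank but not retested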;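 note: plate controls were full reaction with DMSO carrier for no effect and no enzyme background for full effect; strong numbers were not always called active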
# NOD1 NF-kB reporter: NOD1 signaling inhibitors, primary screen, cell-based, luminescence, uHTS (AID 1578); NOD1-driven NF-kB luciferase reporter cells, luminescence; higher % means a stronger effect; inhibition, % at 4 µM, or EC50 in µM where a hit was titrated; 1% of 290,000 active; in the data active = inhibition mostly above about 36%, no sharp cut-off; inactive = mostly below about 34%;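 note: HEK-293T reporter cells stimulated with the NOD1 agonist gamma-tri-DAP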
# KOR beta-arrestin-1: KOR antagonists, beta-arrestin recruitment, cell-based, luminescence, uHTS (AID 1778) | KOR beta-arrestin recruitment, luminescence, antagonist mode; higher % means a stronger effect | one-dose inhibition, % at 10 µM; IC50 in µM for titrated hits | 0.091% of 290,000 active; note: strong numbers were not always called active
# HEK293 NOD2/NF-kB: inhibition of NOD2-driven NF-kB reporter – cell-based, luminescence, uHTS, HEK293 (AID 1566); one-dose inhibition, % at 4 µM; EC50 in µM for titrated hits; HEK293 NOD2/NF-kB luciferase reporter, luminescence; higher % means a stronger effect; 0.63% of 290,000 active; note: many of its hits are not listed in these tables
# GPR55 activation: GPR55 agonists via beta-arrestin recruitment, primary screen, imaging, U2OS cells, beta-arrestin-GFP redistribution (AID 1961) | U2OS GPR55 beta-arrestin-GFP redistribution imaging; higher % means a stronger effect | activation, % at 10 µM; hits with a dose series show EC50 in µM | 0.048% of 290,000 active;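 active = activation above 40% with more than 50 cells counted in the well; inconclusive = wells holding fewer than 50 cells, flagged as toxic or sparse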;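 note: U2OS osteosarcoma cells stably expressing GPR55 and beta-arrestin-GFP; plate controls were DMSO negative control for no effect and LPI positive control for full effect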
# KOR beta-arrestin-2: kappa opioid receptor activators – cell-based, luminescence, uHTS, primary screen (AID 1777) | KOR beta-arrestin recruitment, luminescence; higher % means a stronger effect | 0.02% of 280,000 active | activation, % at 10 µM, or EC50 in µM where a hit was titrated; in the data active = activation above about 50%, passing the limit was not always enough; note: a part of the inactive calls stands beside numbers as strong as those of hits
# Dynein cargo inh: dynein cargo transport inhibition; 3617.4 mouse cells, GR-EGFP nuclear translocation imaging; test concentration mostly 20 µM; stimulated with dexamethasone, 1 µM; hits give low values; z-score, hits read low; 0.47% of 220,000 active; AID 1381;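 active = plate z-score of nuclear minus cytoplasmic receptor signal below a set negative limit, without overly bright fluorescence or cell loss, cut at about -3.5 in these data, passing the limit was not always enough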;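 note: z-score of nuclear minus cytoplasmic ring GR-EGFP intensity difference per well; some compounds called inactive have numbers as strong as hits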
#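 medium = tetracycline-free induction medium containing charcoal-stripped FBS | probe or stimulus = dexamethasone, 1.0 µM final | timing = 48 h induction, then 1 h compound, then 30 min agonist, 37 °C | detection = automated 10x imaging of fixed Hoechst-stained cells | read-out basis = nuclear versus cytoplasmic GR-EGFP signal, averaged per well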
# Dynein cargo inh cytoplasmic EGFP: recorded beside Dynein cargo inh, whose call it bears; z-score; measured here: cytoplasmic GR-EGFP intensity; hits give high values
# Dynein cargo inh nuclear GR-EGFP: recorded beside Dynein cargo inh, whose call it bears; z-score; measured here: nuclear GR-EGFP intensity;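 lower value marks the stronger effect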
# Dynein cargo inh cell count: second read-out of Dynein cargo inh, no call of its own (marks repeat the call); z-score; measured here: cell count per field
# * = called active by the depositor; ? = inconclusive; . = not tested or not shown; [ ] = remark or other dose. Cut-off read from the data, not from the text of the source, unless noted: active = inhibition above about 50%; inactive = the rest. Only part of the results is shown; rates above refer to the full screens.
SMILES,AID2073,P. falciparum M1AAP,P. falciparum M17LAP,NOD1 NF-kB reporter,KOR beta-arrestin-1,HEK293 NOD2/NF-kB,GPR55 activation,KOR beta-arrestin-2,Dynein cargo inh,Dynein cargo inh cytoplasmic EGFP,Dynein cargo inh nuclear GR-EGFP,Dynein cargo inh cell count
Cc1c(C(=O)OCC(=O)Nc2c(C)n(C)n(-c3ccccc3)c2=O)cccc1[N+](=O)[O-],10%,8%,-6%,-18%,-16%,18%,-0.3%,1.8%,-0.82,0.45,-0.76,1.1
CC(Oc1ccc(Br)cc1Br)C(=O)NC1CCCC1 (centres undefined),-3%,-2%,-9%,-18%,2%[20 µM],0%,0.3%,-7.6%,1.1,-0.26,0.33,0.0073
S=c1nccc(-c2ccc3c(c2)CCO3)[nH]1,1%,7%,6%,8%,3%,11%,-0.1%,-2.9%,-1.8,-0.14,-0.6,2.1
Cc1onc(-c2ccccc2Cl)c1C(=O)N1CCOC12CCN(c1cccc(F)n1)CC2,46%,3%,8%,-1%,18%[20 µM],16%,-0.1%,-1.3%,-0.48,-0.3,0.25,0.67
Cn1cc(CN2CC3C[C@@H]4CC2C[C@H](C3)C4)c(-c2ccc3c(c2)OCCO3)n1,-14%,13%,-4%,-23%,-11%[20 µM],-10%,0.0%,.,0.056,-0.12,0.36,0.079
CCS(=O)(=O)c1ccc(O)c(NC(=O)COc2ccc(Cl)cc2)c1,?,0%,-3%,-36%,19%[20 µM],-1%,-0.1%,-7.8%,-0.32,-0.32,-0.65,0.37
CCc1cc2c(=O)c(-c3ccc4c(c3)OCCO4)coc2c(CN2CCCCC2C)c1O (centres undefined),47%,.,.,-52%,5%[20 µM],-13%,-0.1%,-4.6%,1.1,-0.077,1.2,-1
C=CCc1cc(Cl)ccc1OCCNCCOC,2%,-11%,-2%,43%*,-35%,-12%,-0.6%,4.8%,1.5,-0.28,0.63,-0.46
O=c1nc2ccccc2c2n1CC(CN1CCN(c3ccccc3F)CC1)N2 (centres undefined),-7%,1%,6%,13%,11%,9%,0.3%,2.7%,-0.73,-0.2,-0.43,1.2
CCOC(=O)COc1cc(OCC(=O)OCC)c2c3c(c(=O)oc2c1)CCCC3,6%,.,.,0%,-44%,-13%,0.3%,1.5%,.,.,.,.
O=C(CNC1CCCCCC1)c1cccs1,7%,9%,17%,-33%,-1%,-4%,0.2%,-0.3%,0.13,-0.24,0.19,0.0079
O=C(O)C1SCCN1S(=O)(=O)c1ccc2ccccc2c1 (centres undefined),-4%,4%,10%,-47%,14%,4%,0.1%,4.2%,-0.16,-0.15,-0.2,0.43
O=C(COC(=O)C(Cc1ccccc1)NC(=O)c1ccco1)NC1CC1 (centres undefined),12%,-1%,-3%,-8%,-30%,5%,0.3%,-1.3%,0.15,-0.23,0.74,1.4
COc1ccccc1N1CCN(C2CCCN(C(=O)c3cc(C4CC4)on3)C2)CC1 (centres undefined),10%,.,.,-22%,-12%,4%,0.2%,2.6%,.,.,.,.
COc1cc(/C=C/C(=O)OCC(=O)Nc2ccccc2Cl)cc(OC)c1OC,36%,7%,7%,-33%,-14%,12%,-0.7%,-1.6%,-1.6,-0.15,-0.4,3.8
CC1CCCCC1NC(=S)Nc1ccc(SC(F)F)cc1 (centres undefined),-11%,-12%,2%,56%,9%,-38%,0.0%,0.5%,-0.81,0.13,-0.14,0.26
O=C(NC(=S)Nc1cccc([N+](=O)[O-])c1)c1ccco1,-5%,-2%,4%,-26%,9%,-25%,0.1%,-1.0%,-0.48,-0.3,-0.49,0.051
N#Cc1ccc(C23CC4(C2)[C@H](CN(Cc2ccc(C(F)(F)F)cc2)[C@@H]4c2ccccc2)C3c2ccc(Cl)nc2)cc1 (some centres undefined),6%,3%,-11%,-8%,18%,2%,-0.1%,5.3%,-0.33,-0.72,-0.11,0.31
Cc1ccc2c(CC(=O)Nc3ccc(N4CCN(C)CC4)cc3C)coc2c1,3%,3%,-2%,-20%,-22%,3%,-0.2%,-2.1%,0.94,-0.17,0.69,0.58
CC(=O)c1ccc(NC(=O)CNCc2cccs2)cc1,44%,.,.,9%,31%,-3%,-0.1%,-5.7%,.,.,.,.
Cc1cccc(N(C(=O)c2snc(C(N)=O)c2N)C(C(=O)NC2CCCC2)c2ccncc2)c1 (centres undefined),6%,.,.,-2%,12%,11%,0.1%,1.1%,.,.,.,.
O=C(c1cccs1)N(c1ccc(Br)cc1)C1C=CS(=O)(=O)C1 (centres undefined),-6%,-2%,9%,-18%,11%,4%,-0.2%,-4.5%,0.95,0.0031,0.86,-0.98
COc1cc(OC)c(N(C)C(=O)c2cn(C)c(=O)c3cc(OC)c(OC)cc23)cc1Cl,4%,.,.,0%,-14%,-3%,0.3%,2.5%,.,.,.,.
COc1ccc(NC(=O)c2cc3c(CO)cnc(C)c3oc2=Nc2cc(OC)cc(OC)c2)cc1,10%,.,.,13%,32%,-1%,-0.3%,1.0%,.,.,.,.
CCOC(=O)c1nnsc1-c1ccc(-c2snnc2C(=O)OCC)cc1,25%,3%,1%,2%,13%,6%,0.4%,2.6%,0.011,-0.28,-0.4,0.64

# Going on with the list:
SMILES,AID2073,P. falciparum M1AAP,P. falciparum M17LAP,NOD1 NF-kB reporter,KOR beta-arrestin-1,HEK293 NOD2/NF-kB,GPR55 activation,KOR beta-arrestin-2,Dynein cargo inh,Dynein cargo inh cytoplasmic EGFP,Dynein cargo inh nuclear GR-EGFP,Dynein cargo inh cell count
COc1ccc(NC(=O)C2CCCCN2S(=O)(=O)c2ccc(F)cc2)cc1 (centres undefined),1%,20%,6%,24%,-56%,11%,-0.3%,-4.8%,-0.2,-0.13,0.17,-0.19
CC(C)n1cc(/C=C2/SC(=O)N(CC(=O)N3CCCC3)C2=O)c2ccccc21,-2%,7%,-1%,-22%,-22%,4%,-0.3%,3.4%,0.59,-0.11,0.013,0.66
O=C1c2ccccc2N2C(=O)c3ccccc3C2N1Cc1ccco1 (centres undefined),10%,8%,10%,-34%,-20%,-1%,0.2%,-2.6%,-1.3,1.3,-0.31,-0.25
CC(=O)Nc1ccc(NC(=O)Cn2cnc3c(cnn3C(C)(C)C)c2=O)cc1,1%,-1%,0%,-33%,24%,1%,-0.1%,-2.4%,0.06,-0.11,-0.22,1.1
COc1cc(/C=C(\C#N)c2nc3ccccc3[nH]2)ccc1Oc1ccc([N+](=O)[O-])cn1,17%,9%,-1%,.,-4%,-33%,-0.1%,0.8%,-0.23,-0.097,-0.35,0.2
COc1ccc(N2CCN(CCNC(=O)Nc3cc(Cl)ccc3Cl)CC2)cc1,34%,.,.,5%,-5%,17%,-0.2%,-3.9%,.,.,.,.
COc1ccc(NC(=O)Cn2c(=O)n(CC3CCCO3)c(=O)c3cc(OC)c(OC)cc32)c(OC)c1 (centres undefined),-5%,.,.,3%,-7%[20 µM],19%,-0.1%,-3.2%,.,.,.,.
COCCSc1ccccc1C(=O)Nc1ccc(Cl)cc1,18%,0%,4%,-53%,-28%[20 µM],8%,-0.1%,-1.5%,-1.3,-0.29,-0.36,0.71
COC(=O)c1c(NC(=S)NNC(=O)c2ccc(Cl)s2)sc(C(=O)N(C)C)c1C,-6%,.,.,-31%,17%,0%,0.0%,-1.0%,.,.,.,.
CC(Oc1ccc(Cl)cc1)C(=O)Nc1sccc1C(N)=O (centres undefined),7%,2%,0%,-6%,-22%,7%,-0.2%,1.2%,0.23,-0.21,0.98,-2
O=C(CSc1nnc2c(n1)[nH]c1ccccc12)NCc1ccccc1F,15%,.,.,-21%,-24%,9%,0.6%,-0.7%,.,.,.,.
CNC(=S)NC1CC2CCC(C1)N2Cc1ccccc1 (centres undefined),4%,0%,4%,-2%,-21%,0%,-0.1%,-0.8%,-0.6,-0.057,0.41,0.74
COc1ccc(N2CCOCC2)c(NC(=O)COc2cccc(C)c2C)c1,1%,.,.,-9%,15%,13%,-0.2%,-3.0%,.,.,.,.
O=C(Cn1c(NCCO)nc2ccccc21)c1ccc(F)cc1,1%,.,.,11%,-12%,3%,-0.3%,-3.1%,.,.,.,.
COc1ccccc1CNS(=O)(=O)c1c(C(=O)N2CCCC2)c(C)n(C)c1C,10%,.,.,-11%,-23%,-8%,0.1%,5.7%,.,.,.,.
O=C1Nc2ccccc2C(O)(C(=O)NCc2ccco2)N1c1ccc(Cl)cc1 (centres undefined),7%,7%,8%,-34%,29%,-33%,-0.1%,3.3%,1.2,0.16,1.2,-0.97
COc1ccc(C2NC(=O)NC(C)=C2[N+](=O)[O-])cc1 (centres undefined),14%,.,.,-22%,-23%[20 µM],16%,0.2%,0.9%,.,.,.,.
CCS(=O)(=O)C1=NSC2=NC(=O)/C(=C\c3ccc(OS(=O)(=O)c4ccccc4)cc3)C(=N)N21,8%,.,.,-28%,-1%,1%,-0.2%,-0.4%,.,.,.,.
O=C(Nc1ccccc1[N+](=O)[O-])c1cccc(N2C(=O)CCC2=O)c1,4%,.,.,6%,-31%,-3%,0.3%,8.2%,.,.,.,.

# Some of the entries so far, with bars between the fields:
mol | AID2073 | P. falciparum M1AAP | P. falciparum M17LAP | NOD1 NF-kB reporter | KOR beta-arrestin-1 | HEK293 NOD2/NF-kB | GPR55 activation | KOR beta-arrestin-2 | Dynein cargo inh | Dynein cargo inh cytoplasmic EGFP | Dynein cargo inh nuclear GR-EGFP | Dynein cargo inh cell count
COc1cc(/C=C(\C#N)c2nc3ccccc3[nH]2)ccc1Oc1ccc([N+](=O)[O-])cn1 | 17% | 9% | -1% | . | -4% | -33% | -0.1% | 0.8% | -0.23 | -0.097 | -0.35 | 0.2
CC(C)n1cc(/C=C2/SC(=O)N(CC(=O)N3CCCC3)C2=O)c2ccccc21 | -2% | 7% | -1% | -22% | -22% | 4% | -0.3% | 3.4% | 0.59 | -0.11 | 0.013 | 0.66
O=C1Nc2ccccc2C(O)(C(=O)NCc2ccco2)N1c1ccc(Cl)cc1 (centres undefined) | 7% | 7% | 8% | -34% | 29% | -33% | -0.1% | 3.3% | 1.2 | 0.16 | 1.2 | -0.97
CNC(=S)NC1CC2CCC(C1)N2Cc1ccccc1 (centres undefined) | 4% | 0% | 4% | -2% | -21% | 0% | -0.1% | -0.8% | -0.6 | -0.057 | 0.41 | 0.74
